# Screening results deposited in PubChem by several laboratories.
# PABP1 MLLE inh: blocks PAM2 peptide binding to the PABP1 MLLE domain; inhibition, % at 20 µM; 360,000 tested, 0.36% active; GST-MLLE / FITC-PAM2 fluorescence polarization; P11940; in the data active = inhibition above about 35%, passing the limit was not always enough;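 also: plate controls were DMSO wells with GST-MLLE for no effect and wells lacking GST-MLLE protein for full effect; some results filed as inactive read as strong as hits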
# bovine MsrA act: activators of bovine methionine sulfoxide reductase A | 360,000 tested, 0.3% active | activation, % at 10.6 µM | purified bovine MsrA, absorbance read-out; in the data active = activation above about 7.5%;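 also: 0% = vehicle and 100% = reference activator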
# TbMetRS inhib: blocks T. brucei methionyl-tRNA synthetase activity; 360,000 tested, 0.4% active; inhibition, % at 11.9 µM; purified T. brucei MetRS, ATP depletion, Kinase-Glo luminescence;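 active = inhibition above a per-plate cutoff of the control wells' mean inhibition plus 3 SD, cut at about 5.5% in these data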;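 also: 0% = DMSO wells median and 100% = median of wells with control inhibitor compound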
#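 Material – parasite MetRS enzyme · Medium – HEPES-MgCl2-KCl buffer plus DTT, spermine, BSA, pyrophosphatase · Reagent – ATP, methionine and E. coli bulk tRNA substrates · Times – 15 min enzyme-compound preincubation, 2 h reaction, 10 min detection, 25 °C · Measured by – luminescence of leftover ATP · Evaluation – percent inhibition relative to median high and low control wells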
# SKN-1 block: inhibitors of C. elegans SKN-1. inhibition, % at 21.8 µM. 360,000 tested, 0.49% active. C. elegans VP596 Pgst-4::GFP/RFP ratio, acrylamide-induced, 24 h;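 active = interference check ratio from 0.5 to 1.5 plus GFP to RFP signal ratio inhibition reaching or exceeding a fixed threshold, cut at about 30% in these data, passing the limit was not always enough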; also: some compounds called inactive have numbers as strong as hits
# MsrA inh: bovine MsrA inhibition | purified bovine MsrA, absorbance read-out | inhibition, % at 15.5 µM | 360,000 tested, 0.75% active | AID 651718; in the data active = inhibition above about 4.5%;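 also: 0% = vehicle wells with enzyme and 100% = reference inhibitor wells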
# MT1-MMP act inh: inhibitors of human MT1-MMP activation; P50281; HT1080 RFP-PRO-GFP cells, GFP/RFP ratio fluorescence, overnight; percent of plate control window, DMSO zero; GFP/RFP ratio change, % at 20 µM; 360,000 tested, 0.061% active;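 active = GFP/RFP ratio change of at least 30% with cell ATP level not reduced by more than half and red fluorescence within 50% of control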; also: strong numbers were not always called active
#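 Material – HT1080 RFP-PRO-GFP cells · Control set – DMSO wells and RFP-L50D-GFP cells · Incubation – overnight cell settling, then overnight compound exposure, 37 °C, 5% CO2 · Compound dosing – single-point 20 µM compound, 1% DMSO · Read-out – GFP/RFP fluorescence ratio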
# CendR NRP1 mod: NRP-1/CendR interaction modulation; FAM-RPARPAR peptide binding to NRP-1, fluorescence polarization; inhibition, % at 25 µM; 360,000 tested, 0.85% active; AID 602438;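 active = inhibition or corrected inhibition above about 18%, plus a signal ratio from 0.5 to 1.5, limit read from the data, passing the limit was not always enough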; also: strong numbers were not always called active
# FAS-TE inh: inhibitors of human fatty acid synthase thioesterase domain; 360,000 tested, 0.67% active; inhibition, % at 15 µM; recombinant FAS-TE, OMFH fluorogenic substrate, fluorescence endpoint; P49327; AID 602261;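 active = compounds whose normalised, plate-corrected inhibition of enzyme fluorescence in the single-dose primary screen is 50% or more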;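 also: 0% = DMSO with enzyme and 100% = substrate without enzyme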
# eLon inh: E. coli protease La inhibition; purified E. coli Lon protease, fluorescence polarization; 360,000 tested, 0.42% active; inhibition, % at 7.94 µM; AID 602123; in the data active = inhibition above about 13%, passing the limit was not always enough;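 also: 0% = enzyme with probe and DMSO and 100% = no enzyme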
# Target sequence (P0A9M0 whole entry, looked up): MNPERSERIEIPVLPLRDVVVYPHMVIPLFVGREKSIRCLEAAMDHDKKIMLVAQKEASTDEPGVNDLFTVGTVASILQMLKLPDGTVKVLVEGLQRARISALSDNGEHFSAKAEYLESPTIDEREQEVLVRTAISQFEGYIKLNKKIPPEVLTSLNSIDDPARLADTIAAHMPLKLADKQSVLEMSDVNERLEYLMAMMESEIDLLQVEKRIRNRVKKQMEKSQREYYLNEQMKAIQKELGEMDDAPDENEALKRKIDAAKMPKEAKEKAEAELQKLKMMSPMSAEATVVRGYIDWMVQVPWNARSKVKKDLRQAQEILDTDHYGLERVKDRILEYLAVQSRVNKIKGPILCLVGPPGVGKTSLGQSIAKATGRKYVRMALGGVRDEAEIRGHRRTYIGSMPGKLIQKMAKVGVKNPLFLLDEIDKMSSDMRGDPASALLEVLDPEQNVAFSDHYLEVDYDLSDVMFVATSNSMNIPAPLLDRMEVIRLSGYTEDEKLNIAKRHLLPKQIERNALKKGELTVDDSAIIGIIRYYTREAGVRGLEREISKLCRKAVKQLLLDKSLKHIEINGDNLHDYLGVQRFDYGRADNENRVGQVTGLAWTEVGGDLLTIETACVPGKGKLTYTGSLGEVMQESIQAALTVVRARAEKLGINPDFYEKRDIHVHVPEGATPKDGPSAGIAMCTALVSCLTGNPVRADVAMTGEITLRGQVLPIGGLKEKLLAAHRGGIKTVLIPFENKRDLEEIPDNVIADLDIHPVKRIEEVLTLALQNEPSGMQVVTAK
# The depositor's hits bear a star. This is a random part of the collection; overall some 4% were active at least once.
SMILES,PABP1 MLLE inh,bovine MsrA act,TbMetRS inhib,SKN-1 block,MsrA inh,MT1-MMP act inh,CendR NRP1 mod,FAS-TE inh,eLon inh
CCn1c(SCC(=O)OC)nc2sc3c(c2c1=O)CCC3,-6,-7,-0.6,3,2.3,-2,2,4,-3
CCCCCC(=O)N1CCN(CCN=CC2=C(O)CC(c3ccco3)CC2=O)CC1 (stereo unspecified),14,1,-0.4,1,0.0,-2,-3,-5,3
COc1ccc(NC(=O)C/C(C)=N/NC(=O)c2ccco2)c([N+](=O)[O-])c1,1,-1,0.4,13,2.0,2,8,-1,-3
COc1ccc(OC)c(S(=O)(=O)Nc2ccc(CC(=O)O)cc2)c1,5,-6,-0.3,-3,-1.0,-6,-9,-7,-9
Cc1nc(Br)c(Br)c(C)c1Br,-17,1,-0.1,10,-0.6,-3,2,5,-1
CCc1ccc(-n2nc3ccc(NC(=O)c4ccc5c(c4)OCO5)cc3n2)cc1,-7,-3,-0.4,4,0.4,-6,-6,0,-3
CCN(c1ccc(NS(=O)(=O)c2cc(Cl)ccc2Cl)cc1)C(C)C,-2,-5,-0.1,4,-0.8,-5,1,25,-5
O=C(O)C/C(=C\c1ccc(N2CCOCC2)c([N+](=O)[O-])c1)c1nc2ccccc2s1,4,-1,0.1,-2,3.3,1,12,1,2
COC(=O)c1ccc(NC(=O)CN2C(=O)c3ccccc3S2(=O)=O)cc1,-7,-7,-1.1,-5,1.2,0,11,1,1
CCc1ccc(CNCc2cccnc2)cc1,14,-4,-0.3,23,-1.5,-7,6,-4,-6
CCc1c(O)nc(SCC(=O)Nc2ccccc2OC)[nH]c1=O,29,-2,0.7,2,-1.2,3,1,-7,-1
Cc1ccc(S(=O)(=O)N2CCN(C)CC2)cc1,8,0,-0.6,-10,2.1,-2,2,-7,0
CC(C)N=c1scc(-c2ccco2)n1/N=C/c1ccc(O)c(O)c1,-19,-11,-0.8,17,3.9,-14,-13,11,3
CCc1ccc(OCCCC(=O)Nc2nccs2)cc1,21,1,2.2,-5,-0.3,1,-8,-5,8
O=C(CSc1nncn1-c1ccccc1)Nc1ccccc1F,-3,0,0.2,-5,-0.8,1,-10,-6,2

# Pulled one by one from the list above:
SMILES,PABP1 MLLE inh,bovine MsrA act,TbMetRS inhib,SKN-1 block,MsrA inh,MT1-MMP act inh,CendR NRP1 mod,FAS-TE inh,eLon inh
COc1ccc(OC)c(S(=O)(=O)Nc2ccc(CC(=O)O)cc2)c1,5,-6,-0.3,-3,-1.0,-6,-9,-7,-9
CCc1ccc(-n2nc3ccc(NC(=O)c4ccc5c(c4)OCO5)cc3n2)cc1,-7,-3,-0.4,4,0.4,-6,-6,0,-3
Cc1ccc(S(=O)(=O)N2CCN(C)CC2)cc1,8,0,-0.6,-10,2.1,-2,2,-7,0
CCn1c(SCC(=O)OC)nc2sc3c(c2c1=O)CCC3,-6,-7,-0.6,3,2.3,-2,2,4,-3
COC(=O)c1ccc(NC(=O)CN2C(=O)c3ccccc3S2(=O)=O)cc1,-7,-7,-1.1,-5,1.2,0,11,1,1

# Next part:
SMILES,PABP1 MLLE inh,bovine MsrA act,TbMetRS inhib,SKN-1 block,MsrA inh,MT1-MMP act inh,CendR NRP1 mod,FAS-TE inh,eLon inh
COc1ccc(-n2nc(C(=O)N3CCC(C#N)CC3)c3c4ccccc4n(C)c3c2=O)cc1,2,-3,0.4,13,0.1,1,-11,4,-6
COc1ccc(CN2C(=O)C(CC(=O)NC(c3ccccc3)c3ccccc3)CC(C(=O)N(C(C)C)C(C)C)=C2C)cc1 (stereo unspecified),-8,-1,-0.7,-15,0.3,1,11,16,-5
CCc1noc(C)c1C(=O)N(C)CC(=O)Nc1ccccc1Br,-8,-3,-0.3,15,-0.9,-2,4,-9,8
Cc1cccc(NC(=S)N(CCN2CCOCC2)Cc2ccccc2F)c1,-31,0,-0.3,0,0.1,-1,-1,10,-8
COC(=O)N/N=C(\C)c1ccccc1OC(F)F,8,-3,-0.2,11,0.4,2,-6,-7,-12
O=C(NC1CCCc2ccccc21)C1CCN(c2c3c(nc4ncnn24)CCC3)CC1 (stereo unspecified),-11,-7,-1.3,18,0.7,0,11,2,3
O=C(CCN1C(=O)C2C3C=CC(C3)C2C1=O)NCC1CCCO1 (stereo unspecified),-2,-2,-1.2,-1,0.5,0,-1,0,-9
C/C(CC1CC(C)(C)OC1=O)=N/Nc1nc(-c2ccccc2)cs1 (stereo unspecified),15,-2,0.0,-1,0.1,-4,6,2,6
Cc1ccc(C(=O)NCCNC(=O)c2ccc(F)cc2)cn1,-9,-2,-0.1,-11,-0.7,0,-1,-5,2
c1ccc(Sc2nc(N3CCCCC3)nc(N3CCCCC3)n2)nc1,-1,9.3*,-0.9,5,-0.9,-7,-3,24,-1
CC/C(CC(=O)C(F)(F)F)=N\NC(=O)/C(C#N)=C/N(C)C,4,-2,-0.3,2,-0.4,1,8,-4,-9
CCCS(=O)(=O)N1CCCC(C(=O)NCCN(CC)CC)C1 (stereo unspecified),0,1,0.1,-14,0.6,2,-84,-11,-1
CC(C)C(=O)N1CCC1(C)C(=O)Nc1nc2ccccc2[nH]1 (stereo unspecified),-6,-2,-0.1,26,0.6,0,2,-6,10
COc1cc(NC(=O)CSc2nc3ncnc(N)c3[nH]2)c(C(=O)O)cc1OC,-10,-4,-0.7,-14,-0.7,1,10,-5,-4
CCOc1ccc(C(C(=O)NCC2CCCO2)N(C(=O)c2snc(C(N)=O)c2N)c2ccc3c(c2)OCCO3)cc1 (stereo unspecified),-5,-2,-0.4,9,3.1,-3,-1,13,-2
Cc1ccc(NC(=O)CSC2=C(C#N)C(c3ccco3)C3=C(CCCC3=O)N2)cc1 (stereo unspecified),-6,-5,1.5,11,-0.3,2,-1,4,4
O=C(CC1CCCC1)N1CCN(S(=O)(=O)c2c(F)cccc2F)CC1,-5,-1,0.1,-5,-0.8,2,4,-7,-6
CCC(CC)C(=O)Nc1nnc(S(=O)(=O)Nc2ccccc2C)s1,-5,-2,0.2,-2,-0.8,-1,-44,-2,-2
CCCn1c(-c2cccs2)nc2nc3ccccc3nc21,-6,-5,0.1,19,4.4,-1,-2,-1,3
CCOC(=O)C1=C(C)N(CCCC(=O)O)C(=O)NC1c1ccc2ccccc2c1 (stereo unspecified),-5,-3,-0.1,-6,-0.2,2,1,-8,-5
COc1cc(Cl)ccc1OCc1cc(C(=O)N(C)C2CCOC2)no1 (stereo unspecified),-9,1,0.9,-1,-0.2,5,-7,-1,-3
Cn1cc(C(=O)N2CCN(c3ccccn3)CC2)c(=O)c2cc(S(=O)(=O)N3CCOCC3)ccc21,-3,-16,-0.7,-19,3.2,0,-1,-11,-6
CCCOC(=O)c1ccc(NC(=O)CC(C)(C)C)cc1,15,-9,-0.6,13,-0.8,1,-3,3,7
Cc1ccccc1C(=O)NCCn1cc(SCC(=O)NCC2CCCO2)c2ccccc21 (stereo unspecified),21,-3,-0.6,2,-1.2,0,9,-4,-3
S=c1nc[nH]c2c1[nH]c1ccc(Cl)cc12,-6,-1,2.0,-13,1.8,4,-4,-5,-1
COc1ccc(C(=O)NC(=S)NCC2CCCO2)cc1 (stereo unspecified),30,0,-0.2,10,0.0,-2,-17,-7,5
O=C(COC(=O)c1ccc(Sc2ccccc2)c([N+](=O)[O-])c1)NC1CCCc2ccccc21 (stereo unspecified),-2,-3,0.4,21,0.7,-2,-4,38,11
OC(CNC1CCCC1)COc1ccc(F)cc1 (stereo unspecified),-3,-1,0.0,-8,-0.7,-4,-1,-3,-2
Cc1cc(O)c(CN2CCN(S(=O)(=O)c3cccs3)CC2)cc1C(C)C,14,-3,0.1,9,-0.9,-5,-1,32,0
CCN(C(=O)COc1ccccc1)C1CCCCC1,3,-9,-0.7,0,0.3,3,-3,-1,11
Cc1cccc(Nc2cc(=O)n(C)c(=O)n2C)c1,6,-1,0.2,24,-0.8,-1,-10,-8,-15
C/C(=N\NC(=O)CCc1c(C)n[nH]c1C)c1ccc([N+](=O)[O-])cc1,-19,-3,0.4,18,0.7,1,5,-3,4
C/C=C\C=C/C(=O)Nc1cccc(C2=NOC3(C2)C[C@H](C(N)=O)N(C(=O)Cc2ccc([N+](=O)[O-])cc2)C3)c1 (stereo partly specified),5,-3,-0.2,20,0.5,1,-16,1,-2
COc1ccc(NCc2nnc(SCC(=O)Nc3cc(C)cc(C)c3)o2)cc1,0,-2,0.3,-20,1.0,-11,5,-2,3
CCN(CC)CCCn1c2c(c(SCC(=O)Nc3ccc(OC(F)(F)F)cc3)nc1=O)CCC2,0,3,-0.1,12,-0.4,4,-9,-5,-8
CC(=O)Nc1nonc1NC(=O)c1ccc(C(C)(C)C)cc1,0,-7,-0.6,5,-0.2,5,14,-3,-13
Cc1nn(C)cc1/C=N/NC(=O)c1ccc2c(c1)OCO2,-7,1,-0.5,-2,0.9,-1,-2,-6,-6
Cc1ccc(NC(=O)/C(=C\c2ccccc2)NC(=O)c2ccco2)cc1,-11,-4,0.1,9,1.7,0,-2,0,-4
COc1ccc(OC)c(S(=O)(=O)N2CCC(C(=O)Nc3cccc(C)c3C)CC2)c1,-3,-3,-0.5,-7,-0.2,3,4,-2,-9
Cc1cc(C)cc(NS(=O)(=O)c2ccc3c(c2)C(C)(C)C(=O)N3C)c1,8,-12,3.2,1,-1.0,-8,-2,-10,3
Cc1nonc1CC(=O)NC1CCCc2c1cnn2-c1ccc(F)cc1F (stereo unspecified),-31,-1,0.4,-6,-0.4,-7,-1,-3,-14
Cn1c(-c2cc(Br)ccc2O)n[nH]c1=S,1,4,-0.1,7,0.1,1,-6,-2,6
Cc1c(C)c2ccc(Oc3ccc([N+](=O)[O-])cc3C(F)(F)F)c(C)c2oc1=O,0,-7,-0.9,-4,1.2,3,2,18,-2
CCCCC/C=C/C1=CC(=O)C[C@H](c2ccc3c(c2)OCO3)C1,14,-3,-0.3,7,1.5,1,18,30,-8
O=C(Nc1nc2ccsc2c(=O)s1)c1ccc(F)cc1,4,-3,0.0,6,-0.8,-2,2,3,-5
Cc1c(C(C)O)nnn1-c1nonc1N (stereo unspecified),15,-2,-0.2,-11,-0.3,7,-1,-4,2
COC(=O)CSc1ccsc1C(=O)O,2,-3,-0.2,1,0.5,1,-2,-9,-7
COc1ccc(C(=O)NCCCNC(=O)c2cccnc2)cc1Br,-1,-1,-0.4,9,0.9,3,9,-8,1
CC(=O)Oc1ccc(-c2csc(Nc3ccc(Cl)cn3)n2)cc1,6,-2,-0.4,29,-1.0,2,1,2,3
Cc1noc(C(=O)NCC2CCCO2)c1Cl (stereo unspecified),7,-5,0.4,7,-0.7,4,12,-6,4
O=C1N=C(N2CCCC2C(=O)O)S/C1=C\c1ccco1 (stereo unspecified),15,-6,1.1,-12,2.2,0,-21,-4,6
COc1ccc(C2NC(=O)c3ccccc3N2)cc1OC (stereo unspecified),2,-2,-0.1,23,1.0,4,9,-4,-3
FC(F)(F)c1cccnc1Oc1ccc(C2=NCCS2)cc1,4,3,-0.3,10,-1.4,0,-4,18,6
CC(C)[C@H](NC(=O)N1CC(=O)Nc2ccccc21)C(=O)N[C@H](C(=O)O)c1ccccc1,-4,-1,-0.1,8,0.7,2,9,-8,2
Cc1cc(S(=O)(=O)N2CCCCC2)ccc1OCC(=O)Nc1ccccc1,-10,-6,-0.3,-5,1.9,5,12,12,3
